# Screening data (PubChem BioAssay)
# LmPK inh = inhibitors of Leishmania mexicana pyruvate kinase; purified LmPK, Kinase-Glo ATP luminescence, 1 h; actives 0.37% (n = 290,000); Potency, µM (titrated, usually from 57.5 µM), for the others: top-dose activity change, negative = inhibition, hits mostly inhibitors; Q27686; further: potency means the concentration at half of the fitted maximal effect; on the % scale 0 is the no-effect control and ±100 the full control effect
# Target sequence (Q27686 whole entry, looked up): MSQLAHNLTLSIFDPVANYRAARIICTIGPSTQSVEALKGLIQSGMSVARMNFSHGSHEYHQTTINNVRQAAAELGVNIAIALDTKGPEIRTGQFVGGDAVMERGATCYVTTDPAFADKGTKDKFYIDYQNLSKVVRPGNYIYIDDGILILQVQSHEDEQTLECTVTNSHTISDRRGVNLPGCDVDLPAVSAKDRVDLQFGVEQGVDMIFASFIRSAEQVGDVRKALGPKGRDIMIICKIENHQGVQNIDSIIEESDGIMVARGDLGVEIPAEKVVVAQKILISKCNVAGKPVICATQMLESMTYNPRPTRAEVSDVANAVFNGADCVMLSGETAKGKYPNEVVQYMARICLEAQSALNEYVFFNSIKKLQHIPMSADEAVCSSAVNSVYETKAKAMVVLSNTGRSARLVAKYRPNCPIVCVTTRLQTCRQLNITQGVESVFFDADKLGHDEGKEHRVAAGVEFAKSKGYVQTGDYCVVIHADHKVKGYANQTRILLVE
#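 In 50 mM imidazole pH 7.2 with 7 mM MgCl2, LmPK (0.1 nM) turned over PEP (0.5 mM) and ADP (0.1 mM) for 1 h at room temperature. Luciferase read-out of ATP.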
# CHX counter = affects cycloheximide protein synthesis inhibition readout, counter-screen | cell reporter, cycloheximide protein synthesis inhibition counterscreen | actives 12% (n = 300,000) | max response, % | AID 2314; in the data active means max response mostly above about 13%, no sharp cut-off; inactive means mostly below about 14%; further: read at 38.3 µM for the half of the compounds with a filed dose; 0% is about no effect
# Pf growth 48h = inhibits P. falciparum growth in the first generation, 48 h. P. falciparum luciferase growth in erythrocytes, 48 h. Potency, µM (highest dose often 28.7 µM), for the others: top-dose activity change, negative = inhibition, actives largely listed as inhibitors. actives 5.9% (n = 310,000). AID 504832; further: potency means the concentration at half of the fitted maximal effect; on the % scale 0 is the no-effect control and ±100 the full control effect
#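 Cell-based growth assay: transgenic P. falciparum expressing firefly luciferase, cultured in red cells within RPMI 1640 containing 0.5% w/v Albumax, 24 mM bicarbonate and gentamycin. A drop in luciferase activity indicates inhibition.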
# AmpC no deterg = blocks E. coli AmpC beta-lactamase in detergent-free assay; actives 0.52% (n = 330,000); P00811; Potency, µM (titrated, usually from 57.1 µM), for the others: at the highest dose activity change, negative = inhibition, actives largely listed as inhibitors; AmpC nitrocefin hydrolysis, absorbance 480 nm, 0.0001% Triton; AID 485341;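 further: potency means the concentration at half of the fitted maximal effect; plate controls were no compound for no effect and no enzyme for full effect; nearly all actives have a fitted effect of over 20% in size; some results filed as inactive show a strong effect at the top dose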
# Target sequence (P00811 whole entry, looked up): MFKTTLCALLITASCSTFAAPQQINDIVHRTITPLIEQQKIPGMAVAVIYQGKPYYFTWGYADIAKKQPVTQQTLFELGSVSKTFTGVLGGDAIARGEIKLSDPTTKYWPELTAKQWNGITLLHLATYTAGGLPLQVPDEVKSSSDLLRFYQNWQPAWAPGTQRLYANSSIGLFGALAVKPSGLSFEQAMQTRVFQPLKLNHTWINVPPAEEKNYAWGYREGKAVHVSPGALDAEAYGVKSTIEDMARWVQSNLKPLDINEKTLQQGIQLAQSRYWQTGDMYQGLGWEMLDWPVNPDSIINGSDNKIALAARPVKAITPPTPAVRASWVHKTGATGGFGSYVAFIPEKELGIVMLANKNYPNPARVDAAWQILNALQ
#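 AmpC (5.3 nM in the dispensed reagent) in 20 mM phosphate pH 7.0 with 0.01% (detergent screen) or 0.0001% Triton X-100 was preincubated with compounds for 15 min at room temperature. Nitrocefin was then added from an 800 uM solution, and hydrolysis was followed at 480 nm.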
# Shiga toxin inh = blocks Shiga toxin action in Vero cells; AID 2315; inhibition, % at 38.7 µM; actives 9.2% (n = 290,000); Vero cells, Shiga toxin protein synthesis inhibition reporter; in the data active means inhibition mostly above about 28%, no sharp cut-off; inactive means mostly below about 43%; further: 0% is about no effect
# TbPYK inhibitor = inhibitors of Trypanosoma brucei pyruvate kinase. Q57TT1. TbPYK enzyme, Kinase-Glo Plus ATP luminescence, 45 min. Potency, µM (top dose mostly 76.8 µM), for inactives: top-dose activity, negative = inhibition, most hits filed as inhibitors. actives 0.12% (n = 410,000); further: potency means the concentration at half of the fitted maximal effect; on the % scale 0 is the no-effect control and ±100 the full control effect; nearly all actives have a fitted effect of over 50% in size
#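 Assay buffer: 50 mM TEA pH 7.2, 100 mM KCl, 10 mM MgCl2, 0.05% BSA, 0.01% Tween-20. Pyruvate kinase from T. brucei plus substrate met compound, then ADP (130 uM final). Luminescence was read post 45 min RT.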
# Pf growth 96h = P. falciparum growth inhibition at 96 hours; actives 6.9% (n = 320,000); P. falciparum luciferase reporter growth, 96 h; Potency, µM (titrated, usually from 28.7 µM), inactives show at the highest dose activity change, negative = inhibition, most hits filed as inhibitors; further: potency means the concentration at half of the fitted maximal effect; on the % scale 0 is the no-effect control and ±100 the full control effect
#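 Parasite growth measured via integrated firefly luciferase reporter in P. falciparum. Infected erythrocytes at 2% hematocrit, 0.05% parasitemia final were treated 96 hours at 37 C under 5% CO2, and luminescence was read.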
# An asterisk follows results filed as active; ? = inconclusive; . = no result given; & = joins results of further samples; [ ] = remark or other dose. Unless noted, the call rests on the fitted dose curve; in most records, active means well fitted curve in the direction sought with a large enough effect; inconclusive means small, poorly fitted or top-dose-only effect, or another doubt; inactive means no such curve, though single readings can be large; an effect the other way counts as inactive or inconclusive. Compounds as they come; 22% or so of the library scored in one or more.
# The line under a structure holds: LmPK inh, CHX counter, Pf growth 48h, AmpC no deterg, Shiga toxin inh, TbPYK inhibitor, Pf growth 96h
C=CCNC(=O)c1onc(CSc2nc3ccccc3[nH]2)c1C(=O)NCC=C
  7%, 0, -34%, -15%, -6, -5%, 0%
Cc1cccc(N2C(=O)CC(Sc3ncn[nH]3)C2=O)c1 (stereo not given)
  15%, -3, 4%, -14%, 18, -16%, ?
CCOc1ccc(CN2C(=O)CCC2(C)C(=O)NCc2cccnc2)cc1 (stereo not given)
  -1%, -1, 4%, ?, -2, 2%, ?
CCCCCCC1CC(CSc2ncn[nH]2)OC1=O (stereo not given)
  3%, 10, ?, -2%, 14, -3%, .
COc1cc(-n2c(C)nc3cc(C(=O)NCc4ccco4)ccc32)cc(OC)c1OC
  -9%, 9, ?, 47%, 11, -3%, ?
Cc1ccc(C(=O)CN2C(=O)C(=O)N(Cc3ccccc3)C2=O)cc1
  1%, 2, 29%, -8%, -10, 0%, 36%[activator]
Cc1ccccc1NP(=O)(c1ccccc1)c1nc2ccccc2s1 (stereo not given)
  0%, 18, ?, -3%, 36, -4%, 25%
Cc1nc(SCC(=O)N2CCOCC2)c2c(=O)n(C)c(=O)n(C)c2n1
  0%, -5, ?, -11%, -6, -1%, 32%[activator]
COc1ccc(-c2ccc([C@H]3[C@@H]4C=CCC[C@@]4(C)C(=O)N3Cc3ccccc3)c(F)c2)cc1OC
  2%, 37*, ?, 56%, 36, 3%, ?
COc1cc(S(=O)(=O)N2CCN=C2c2ccccc2)ccc1Cl
  -3%, 3, -8%, 67%[activator], -5, 1%, -3%
COC(=O)c1c(C)noc1-c1cc(C)on1
  6%, 3, 9%, -14%, -12, -3%, 5%
Cc1cccc(NC(=O)CCC2CCN(C(=O)C3CC=CCC3)CC2)c1 (stereo not given)
  -3%, 1, -10%, 29%, -10, 1%, -11%
CC1Cn2c(nnc2-c2cccc(Cl)c2)S1 (stereo not given)
  1%, -2, 7%, -18%, -2, -3%, ?
CSc1nsc(SCC(=O)N2CCCc3ccccc32)n1
  1%, -1, -23%, -19%, -1, -5%, ?
COc1ccccc1C(=O)N1CCN=C1SC
  6%, -3, ., -26%, -5, -6%, 36%[activator]
CCCCN(C(=O)COC(=O)COc1c(C)cc(C)cc1C)c1c(N)n(CCC)c(=O)[nH]c1=O
  ., ., 3%, 28%, ., -1%, 2%
O=C(N/N=C/c1c(O)n(CCc2ccc(F)cc2)c(=O)[nH]c1=O)c1ccccc1
  2%, 14*, 81%[activator], -19%, 53*, 1%, ?
CC(C)c1ccc(CNC(=O)CCc2ccccc2)cc1
  13%, 18, ?, 15%, 17, -6%, 7%
CCN1CCN(S(=O)(=O)c2ccc(C)c([N+](=O)[O-])c2)CC1
  -1%, -2, 8%, -23%, 11, -12%, 0%
CCCCCN(C(=O)CCC(=O)OCCOc1cccc(C)c1)c1c(N)n(CCCC)c(=O)[nH]c1=O
  ., ., -25%, 100%[activator], ., -6%, ?

# By substructure, the entries above with a halogen
# The line under a structure holds: LmPK inh, CHX counter, Pf growth 48h, AmpC no deterg, Shiga toxin inh, TbPYK inhibitor, Pf growth 96h
COc1ccc(-c2ccc([C@H]3[C@@H]4C=CCC[C@@]4(C)C(=O)N3Cc3ccccc3)c(F)c2)cc1OC
  2%, 37*, ?, 56%, 36, 3%, ?
COc1cc(S(=O)(=O)N2CCN=C2c2ccccc2)ccc1Cl
  -3%, 3, -8%, 67%[activator], -5, 1%, -3%
CC1Cn2c(nnc2-c2cccc(Cl)c2)S1 (stereo not given)
  1%, -2, 7%, -18%, -2, -3%, ?
O=C(N/N=C/c1c(O)n(CCc2ccc(F)cc2)c(=O)[nH]c1=O)c1ccccc1
  2%, 14*, 81%[activator], -19%, 53*, 1%, ?

# The list goes on.
# The line under a structure holds: LmPK inh, CHX counter, Pf growth 48h, AmpC no deterg, Shiga toxin inh, TbPYK inhibitor, Pf growth 96h
CCOC(=O)c1c(-c2ccc(C)o2)csc1NC(=O)CN1CCN(CC)CC1
  2%, -1, 8%, 45%, -13, -26%, -12%
Cc1ccc(S(=O)(=O)N[C@@H](CC(C)C)C(=O)N2CCC(C(=O)N[C@H](C(=O)O)C(C)C)CC2)cc1
  -12%, -1, 31%[activator], 23%, -2, 4%, 28%
O=C(OCCOc1cccc(Cl)c1)c1ccc(F)c(S(=O)(=O)N2CCOCC2)c1
  ., ., ?, 47%, ., -11%, ?
O=C(Nc1ccnn1C1CCN(Cc2ccccc2)CC1)C1CCOC1 (stereo not given)
  -8%, 1, 14%, -12%, -32, 1%, 15%
CN(CC(=O)Nc1ccccc1Cl)C(=O)c1cccc(S(=O)(=O)N2CCN(Cc3ccccc3)CC2)c1
  ., ., ?, 184%[activator], ., 3%, -12%
CCOC(=O)c1cc2n(c1N)-c1ccccc1C2=O
  6%, 16*, ?, -18%, 73*, -4%, -3%
CC(=O)O[C@H]1CC(C)(C)C(=C=C/C(C)=C/C=C/C(C)=C/C=C/C=C(C)/C=C/C=C(\C)C(=O)C[C@@]23O[C@]2(C)C[C@@H](O)CC3(C)C)[C@](C)(O)C1
  1%, -2, 9.3µM*, 164%[activator], 2, -2%, ?
CN1C(=O)NC(=O)/C(=C/c2ccc([N+](=O)[O-])s2)C1=O
  -16%, -3, ?, -44%, -2, 14µM*, -29%
CCCOc1cccc(C(=O)NC(=S)Nc2ccccc2)c1
  2%, 5, 57%[activator], -47%, 18, -9%, -2%
CCOC(=O)C1=C(N)OC2=C(C(=O)CC(C)(C)C2)C1c1ccc(CC)s1 (stereo not given)
  -9%, 28, 24%, -9%, 44, 4%, 4.1µM*
CCOc1ccccc1C(=O)Nc1cccc2cccnc12
  -5%, 20*, ?, -28%, 19*, 4%, ?
S=C(c1ccc(-c2cc(Cl)ccc2Cl)o1)N1CCCCC1
  -2%, 4, 13%, -25%, 7, -13%, 0%
CCN(CC)C(=O)c1sc2nc(-c3cccs3)cc(-c3ccc(Cl)cc3)c2c1N
  -1%, -2, ?, -34%, 18, -16%, 7.4µM*
COc1ccc(C(=O)NCc2cc3ccccc3n2C)cc1
  1%, 29*, 11%, -25%, ., -2%, ?
CC1CCCCN1C(=O)Cn1cc(C(=O)c2ccco2)c2ccccc21 (stereo not given)
  -2%, 10, 7%, 1%, 30, 5%, .
COCC(=O)OCc1cc2cccc(C)c2[nH]c1=O
  3%, 9, 6%, 3%, -5, 1%, 8%
C#CCOCCOCCOCCNc1nc(N2CCN(C(=O)CCCCCCCCCCNC(=O)[C@H](CO)n3cc(CCCSC)nn3)CC2)nc(N2CCN(C(=O)CCCCCCCCCCNC(=O)[C@H](CO)n3cc(CCCSC)nn3)CC2)n1
  ., ., 0.29µM*, 173%[activator], ., 2%, 0.1µM*
CCCC12CN(C(=O)c3ccco3)CC(CCC)(CN(C(=O)c3ccco3)C1)C2=O
  10%, -1, ?, 52%, -11, 2%, 34%[activator]
CC(C)c1cccc(C(C)C)c1OCCn1ccnc1
  4%, 1, 13µM*, -1%, -5, -4%, -26%
O=C(CN1C(=O)C2C3C=CC(C3)C2C1=O)NCC1COc2ccccc2O1 (stereo not given)
  -3%, 12, ., 0%, 12, 3%, ?
COc1cc(OC)cc(C(=O)N=c2sc3ccccc3n2C)c1
  3%, 29*, 351%[activator], -3%, 33*, -3%, 143%[activator]
CCN(CC)S(=O)(=O)c1ccc(Cl)c(NC(=O)CCCCl)c1
  0%, 0, 22%, -17%, -4, 2%, -1%
CCOc1ccc2nc(N3C(=O)C(O)=C(C(=O)c4ccco4)C3c3ccco3)sc2c1 (stereo not given)
  ., ., 53%[activator], -49%, ., 7%, -2%
COc1ccc(CN(C(=O)c2snc(C(N)=O)c2N)C(C(=O)NC2CCCC2)c2ccco2)cc1 (stereo not given)
  -11%, -3, ?, -5%, -3, -9%, ?
CS(=O)(=O)N(CCCC(=O)N1CCCCCC1)c1cccc(Cl)c1
  7%, -1, 322%[activator], 82%[activator], -17, -2%, ?
CCOC(=O)C1CCCN(C(=O)c2cccc([N+](=O)[O-])c2C)C1 (stereo not given)
  -3%, -2, 4%, 5%, -8, 1%, ?
COc1ccc(-n2c(-c3ccc(Cl)cc3)c[n+]3c2CCCCC3)cc1
  4%, -1, 1µM*, 1%, -6, -14%, 0.47µM*
O=C(N/N=C/c1ccc(F)cc1)c1sccc1OCc1ccc(F)cc1
  1%, 13, -28%, -23%, 51, -1%, ?
CN(C(=O)c1ccc(F)c(S(=O)(=O)N2CCOCC2)c1)C1CCCCC1
  ., ., -27%, -4%, ., -1%, ?
Cn1cc(Br)c(-c2cccc(NC(=O)CCCC(=O)O)c2)n1
  1%, 1, ?, -8%, 8, -2%, -23%
CCOC(=O)Cc1c(C)nc2c(C#N)c[nH]n2c1=O
  -4%, 0, 19%, -14%, -20, -7%, 38%[activator]
Cc1ccc(O)c(CNn2cnnc2)c1
  6%, -4, 6%, -16%, -3, -15%, ?
Cc1cc(C)nc(-n2nc(C)c(Br)c2Nc2ccc(Br)cc2)n1
  -2%, -1, 3.7µM*, 15%, -18, 6%, .
Nc1cc(=O)[nH]c(=O)n1-c1ccc(Cl)cc1
  5%, -1, 5%, -7%, -11, 2%, 16%
O=C1CCCc2c1cc(-c1ccccc1)n2-c1ccc(O)cc1
  -2%, -2, 38%[activator], -30%, 4, 4%, 26%
COc1cc(/C=C2\CCC(C3CCCC3)C2=O)cc(OC)c1OC (stereo not given)
  -4%, -2, -20%, -17%, -1, 1%, 0%
O=c1[nH]c(=S)[nH]c(O)c1N=Nc1ccc(S(=O)(=O)N2CCOCC2)cc1
  -9%, 3, ?, -19%, -3, -16%, ?
Cc1ccc(C)c(S(=O)(=O)NCc2ccc(C(=O)N3CCCCCC3)cc2)c1
  2%, 2, ?, 6%, 1, -14%, 7.4µM*
CCCCOC(=O)Nc1nccs1
  -2%, 19, 63%[activator], -13%, 7.4*, -1%, -1%
O=C1c2ccccc2C2=Nc3ccccc3SC(c3ccccc3F)C12 (stereo not given)
  6%, 9, 0.33µM*, -27%, 10, -7%, 12%
CCCCn1c(SCC(=O)N2CCC(C)CC2)nc2cc(S(N)(=O)=O)ccc21
  1%, 5, ., 17%, 18, -1%, 19%
CCOC(=O)CSc1nncc2ccc(OC)c(OC)c12
  3%, -4, 7%, 30%, -3, 3%, -12%
CN(c1ccc(Cl)cc1)S(=O)(=O)c1nnc(NC(=O)c2ccco2)s1
  -1%, -1, -13%, -30%, -9, -5%&0%, 35%[activator]
COc1cc(OC)cc(C(=O)Nc2ccc(N(C)C)c3ccccc23)c1
  0%, 1, -12%, -16%, -15, -15%, ?
Cc1cccc2cc(C(c3nnnn3CC3CCCO3)N3CCOCC3)c(=O)[nH]c12 (stereo not given)
  -2%, -1, -20%, -11%, -16, -3%, -27%
CCOc1ccc(CCNc2cc(C)nc3ncnn23)cc1OCC
  0%, -5, -3%, -6%, -13, -4%, ?
CCCSc1nnc(Cc2cc(=O)[nH]c(=O)[nH]2)n1-c1cc(C)ccc1C
  0%, -2, 0%, 1%, -15, 4%, 84%[activator]
CSc1ncccc1C(=O)NCC1CCCCC1
  -1%, -1, -26%, -7%, -14, 1%, 4%
